G9a inh – qHTS Assay for Inhibitors of Histone Lysine Methyltransferase G9a; 8.8% of 350,000 active; Potency, µM (top dose mostly 102 µM), for inactives: at the top dose activity, negative = inhibition, hits mostly inhibitors; G9a H3K9 monomethylation, AlphaScreen, 2 h; note: % is set by controls: 0 for no effect and ±100 for the full control effect; nearly all actives have a fitted effect of over 75% in size
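Compounds were preincubated with 20 nM G9a for 15 min, after which biotinylated H3K9 peptide (500 nM) and SAM (20 uM) started a 2 h room-temperature reaction. Monomethylated product was quantified by antibody-based AlphaScreen chemiluminescence.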
Tb PGK inh – qHTS Assay to Find Inhibitors of Phosphoglycerate Kinase; PGK/GAPDH coupled, Kinase-Glo luminescence, 60 min; Potency, µM (highest dose often 57.5 µM), for the others: top-dose activity change, negative = inhibition, hits mostly inhibitors; 0.043% of 380,000 active; note: % is set by controls: 0 for no effect and ±100 for the full control effect; nearly all actives have a fitted effect of over 60% in size
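Recombinant glycosomal PGK reaction used 1,3-bisphosphoglycerate generated in-well by GAPDH (100nM final) in 100mM TEA pH 7.6, 5mM MgCl2, 0.01% Tween-20. After 60 minutes at room temperature, ATP was read by Kinase-Glo Plus luminescence end-point.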
JMJD2A Tudor – qHTS Assay for Inhibitors of JMJD2A-Tudor Domain; AlphaScreen JMJD2A-Tudor / H3K4me3 peptide binding; Potency, µM (highest dose often 114 µM), inactives show top-dose activity change, negative = inhibition, usual class: inhibitors; Lysine-specific demethylase 4A (Homo sapiens), O75164; 4.4% of 390,000 active; note: % is set by controls: 0 for no effect and ±100 for the full control effect; nearly all actives have a fitted effect of over 50% in size
GLS inh – qHTS for Inhibitors of Glutaminase (GLS). Glutaminase kidney isoform, mitochondrial (Homo sapiens), O94925. GLS enzymatic activity, qHTS titration. Potency, µM (highest dose often 45.5 µM), for the others: at the highest dose activity change, negative = inhibition, actives largely listed as inhibitors. 0.21% of 410,000 active; note: % is set by controls: 0 for no effect and ±100 for the full control effect
Target sequence (O94925 whole entry, looked up, canonical isoform): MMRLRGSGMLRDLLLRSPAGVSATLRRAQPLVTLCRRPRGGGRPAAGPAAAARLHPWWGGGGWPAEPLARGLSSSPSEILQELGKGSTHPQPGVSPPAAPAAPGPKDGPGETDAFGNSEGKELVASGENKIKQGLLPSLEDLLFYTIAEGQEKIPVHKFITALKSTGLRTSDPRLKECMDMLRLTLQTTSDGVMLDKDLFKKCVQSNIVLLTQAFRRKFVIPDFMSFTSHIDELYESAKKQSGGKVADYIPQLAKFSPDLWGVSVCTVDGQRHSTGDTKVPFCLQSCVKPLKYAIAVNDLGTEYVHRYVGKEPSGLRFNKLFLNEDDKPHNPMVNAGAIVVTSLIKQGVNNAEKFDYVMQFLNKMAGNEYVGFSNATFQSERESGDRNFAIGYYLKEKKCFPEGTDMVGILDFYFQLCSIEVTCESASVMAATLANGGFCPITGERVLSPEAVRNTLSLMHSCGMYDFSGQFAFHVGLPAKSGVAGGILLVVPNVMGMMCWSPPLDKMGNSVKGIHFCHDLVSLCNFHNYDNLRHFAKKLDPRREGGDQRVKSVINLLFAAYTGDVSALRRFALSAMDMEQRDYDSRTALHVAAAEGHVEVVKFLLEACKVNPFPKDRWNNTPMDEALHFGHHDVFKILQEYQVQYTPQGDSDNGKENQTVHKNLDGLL
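Human kidney-isoform GLS in 45 mM KH2PO4 pH 8.2, 0.02% Tween-20, with compound, started with 1mM L-Glutamine (added stock). Glutamate oxidase/HRP/Amplex red coupled fluorescence read at start and after 30 min at RT.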
BAZ2B inh – qHTS Assay for Inhibitors of BAZ2B | AlphaScreen BAZ2B-H3K14Ac peptide displacement | Potency, µM (series often up to 114 µM), for inactives: at the top dose activity change, negative = inhibition, most hits filed as inhibitors | 4.4% of 360,000 active | Bromodomain adjacent to zinc finger domain protein 2B (Homo sapiens), Q9UIF8; note: % is set by controls: 0 for no effect and ±100 for the full control effect; nearly all actives have a fitted effect of over 60% in size
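In this displacement format the biotinylated H3(5-23) peptide acetylated at Lys14 serves as ligand at 50 nM, with BAZ2B at 50 nM in PBS pH 7.4 containing 0.01% Tween-20. Donor and acceptor beads are 10 ug/mL final.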
Pin1 inh – qHTS Assay to Find Inhibitors of Pin1 | Peptidyl-prolyl cis-trans isomerase NIMA-interacting 1 (Homo sapiens), Q13526 | Pin1 FP peptide displacement, HiFluor488, 10 min | Potency, µM (series often up to 115 µM), for the others: at the top dose activity, negative = inhibition, most hits filed as inhibitors | 0.009% of 390,000 active; active = well fitted inhibition curve with a large enough effect in the polarisation, with a control signal flat, not every such curve was filed as active; inconclusive = small, poorly fitted or top-dose-only effect, or effect the other way, or a change in a side signal; inactive = no such curve, though single readings can be large or run the other way; the % refers to the polarisation; note: % is set by controls: 0 for no effect and ±100 for the full control effect
POLI inh – qHTS for Inhibitors of Polymerase Iota | DNA polymerase iota (Homo sapiens), Q9UNA4 | Pol iota fluorescent replication assay, 10 min | Potency, µM (doses to about 115 µM), inactives show at the highest dose activity, negative = inhibition, actives largely listed as inhibitors | 1% of 390,000 active
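Fluorescent replication assay read twice, at 0 min and 10 min after adding 50 nM (final) substrate. Enzyme (10 nM) and compounds were first incubated 15 min at room temperature; enzyme-free buffer wells were negative controls.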
BLM inh – qHTS Assay for Inhibitors of Bloom's syndrome helicase (BLM); recombinant BLM DNA unwinding, fluorescence dequenching; Potency, µM (doses to about 56.1 µM), for inactives: top-dose activity change, negative = inhibition, hits mostly inhibitors; 0.2% of 350,000 active;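 note: plate controls were vehicle for no effect and no enzyme for full effect; nearly all actives have a fitted effect of over 35% in size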
HP1b chromo inh – HTS for Inhibitors of HP1-beta Chromodomain Interactions with Methylated Histone Tails | 0.56% of 390,000 active | Potency, µM (highest dose often 114 µM), for inactives: at the highest dose activity change, negative = inhibition, hits mostly inhibitors | Chromobox protein homolog 1 (Homo sapiens), P83916 | AID 540317, 2011 | AlphaScreen HP1-beta / biotin-H3K9me3 peptide binding; note: nearly all actives have a fitted effect of over 70% in size; inactives centre near 23
Target sequence (P83916 whole entry, looked up): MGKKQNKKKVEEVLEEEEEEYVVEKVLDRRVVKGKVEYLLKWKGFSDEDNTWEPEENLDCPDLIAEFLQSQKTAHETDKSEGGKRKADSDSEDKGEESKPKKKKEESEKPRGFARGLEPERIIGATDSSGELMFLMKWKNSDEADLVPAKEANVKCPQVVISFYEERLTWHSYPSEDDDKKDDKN
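HP1-beta protein (50 nM final) preincubated 30 min at room temperature with biotinylated H3(1-18)K9me3 peptide (50 nM) in PBS pH 7.4, 0.01% Tween-20, then compound added for 30 min. AlphaScreen streptavidin donor/nickel chelate acceptor beads (10 ug/mL final), 30 min dark, luminescence read.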
An asterisk follows results filed as active; i = inactive; u = inconclusive; x = no result given; & = joins results of further samples; [ ] = dose if it differs, or a comment. Unless noted, calls come from the whole dose curve; as a rule, active = well fitted curve in the direction sought with a large enough effect; inconclusive = small, poorly fitted or top-dose-only effect, or another doubt; inactive = no such curve, though single readings can be large; an effect the other way counts as inactive or inconclusive. Potency is the fitted concentration of half-maximal effect. Not all compounds are listed. The share of hits here may be higher or lower than overall.

entry | structure | POLI inh | Pin1 inh | GLS inh | BAZ2B inh | HP1b chromo inh | JMJD2A Tudor | BLM inh | Tb PGK inh | G9a inh
1 | CCN(CC)S(=O)(=O)c1ccc(N/N=C/c2cccnc2)nc1 | 31% | -4% | 13% | u | 19% | 3% | -2% | -1% | x
2 | CC(=O)c1c(C)[nH]c(C(=O)OC2CCOC2=O)c1C (stereo unspecified) | 8% | 1% | -2% | u | 51%[activator] | -2%[57.1 µM] | 1% | -8% | 0%[12.7 µM]
3 | O=C(N/N=C/c1cccc(F)c1)c1c(O)c2c([nH]c1=O)CCCC2 | -2% | 5% | 13% | 4% | 30% | -24% | -7% | 11% | 15%[59 µM]
4 | CCNC(=S)NNC(=O)c1ccccn1 | -2% | 0% | 23% | 3.2µM* | 37% | 25µM* | -6% | -6% | -11%
5 | CC1CCN(C(=O)Cn2c(=O)n(Cc3ccc4c(c3)OCO4)c(=O)c3ccccc32)CC1 | 3% | 7% | 4% | 1% | 21% | -34% | -5% | -3% | 9%[59 µM]
6 | O=S(=O)(c1cccc(F)c1)N1CCC(c2nc3ccccc3s2)CC1 | -18% | -7% | 1% | -7% | -11% | -18% | -6% | -3% | -25%[59 µM]
7 | CSC1=NCCN1C(=O)c1ccc(S(=O)(=O)N2CCCCC2)cc1 | 7% | 2% | 0% | 12% | 79%[activator] | -14% | 2% | i | 9%[59 µM]
8 | CSCC[C@H](NC(=O)OC(C)(C)C)c1nnc(SCC=C(C)C)o1 | 55%[activator] | 2% | -17% | -4% | 16% | -27% | -4% | -3% | 50µM*
9 | Cc1ccsc1C(=O)NC1CCCCC1C (stereo unspecified) | 22% | 5% | 3% | -1% | 33% | -13% | x | i | 17%[12.7 µM]
10 | COc1ccc(NC(=O)CO/N=C(\C)c2cccs2)cc1 | 18% | -12% | -2% | 1% | 75%[activator] | 1% | -3% | i | 7%
11 | CCN(C(=O)C1CCCN(c2ncnc3c2nc2n3CCCCC2)C1)c1cccc(Cl)c1 (stereo unspecified) | 12%&8% | 0%&-3% | 10%&-5% | u | 51%&29%[activator] | 24%&-29% | -3%&-3% | 1%&-3% | -6%
12 | O=C(O)c1ccc(C2NCC(c3ccccc3Cl)c3c2[nH]c2ccccc32)cc1 (stereo unspecified) | u | -15% | -2% | -33% | 6% | u | -6% | -9% | -7%[59 µM]
13 | CCCCN(C(=O)CN(C)CC(=O)Nc1cccc(OC)c1)c1c(N)n(CCCC)c(=O)[nH]c1=O | -12% | 6% | 0% | x | 17% | -10% | x | -6% | x
14 | C#C[C@]1(O)CC[C@H]2[C@@H]3CCC4=Cc5oncc5C[C@]4(C)[C@H]3CC[C@@]21C | -28% | 2% | -10%&1% | x | 34% | 4% | 1% | -3% | -9%[12.7 µM]
15 | CCOC(=O)c1cc(-c2ccc(OC)cc2)nc2c1c(C)nn2CCC#N | 24% | 3% | -1% | 43%[activator] | 103%[activator] | 60%[activator] | 2% | 3% | 35%[activator]
16 | Cc1cc2ncn(S(=O)(=O)c3ccc(S(=O)(=O)N4CCCCCC4)cc3)c2cc1C | u | -14% | 17% | x | 18% | u | x | i | x
17 | Cn1c2ccccc2c2ncn(CCN3CCOCC3)c(=O)c21 | 49%[activator] | -16% | -1% | 8% | 20% | -10% | 1% | -7% | -3%
18 | O=C(/C=C/c1ccc(Br)cc1)NC(=S)NNC(=O)c1ccco1 | 6% | u | 23% | 7% | 12% | -16% | -11% | -12% | u
19 | COc1cc(C(=O)NC(=S)Nc2ccc(Cl)c(C(=O)O)c2)cc(OC)c1OC | 22% | 2% | 35%[activator] | -9% | 3% | -26% | 0% | -4% | x
20 | CCOC(=O)CSc1nnc(CNC(=O)c2cccc(C)c2)n1-c1ccccc1OC | -7% | 1% | 1% | -4% | 16% | 6%[57.1 µM] | -4% | -7% | 19%
21 | CCOc1ccc(OCC)c(NC(=O)C2CCCN(S(=O)(=O)c3ccc(C)cc3)C2)c1 (stereo unspecified) | 7%&-7% | -2%&5% | 13%&8% | -37%&-12% | 14%&24% | u | -13%&-5% | -6%&1% | 2%
22 | NNc1nc(-c2ccccc2)nc(-c2ccccc2)c1Br | -3% | 9% | 19% | x | 27% | -29% | x | -1% | x
23 | O=C(NCCc1ccc(Cl)cc1)c1ccc(CS(=O)(=O)c2ccc(Cl)cc2)o1 | 14% | 12% | -3% | 3% | 37% | -16% | -5% | 7% | 8%[59 µM]
24 | Cc1csc(NC(=O)CSc2nncc(=O)n2N)n1 | 157%[activator] | 3% | 3% | -2% | 34% | -2% | -1% | 3% | u
25 | COc1ccc2c(c1)c(=O)oc1c(C)c(OCC(=O)N3CCc4ccccc4C3)ccc12 | 62%[activator] | 0% | 7% | -10% | 20% | -17% | -4% | i | x
26 | COc1cccc(CC(=O)NNC(=O)c2ccc3c(c2)OCO3)c1 | 45%[activator] | -2% | 7% | -19% | 23% | -9% | -2% | -1% | 45%
27 | Cc1ccc(NC(=O)CSc2nc(C3CCCC3)nc3c2c(=O)n(C)c(=O)n3C)c(C)c1 | 3% | 0% | 4% | 2% | 14%[57 µM] | -11% | -2% | x | 31%[activator][59 µM]
28 | CCCN1CCN(C(=O)C2CCN(S(=O)(=O)c3ccc4c(c3)oc(=O)n4C)CC2)CC1 | 36%[activator] | 10% | -8% | -1% | 46%[activator] | -10% | -3% | -8% | -5%
29 | CN(CCCCCC(=O)/C=N/O)Cc1ccccc1 | 14% | -13% | 23% | 0% | 30% | 5%[57.1 µM] | 2% | -8% | 22%[59 µM]
30 | CC(=O)N1CCC(N(C(=O)Nc2ccc(C)c(F)c2)C(C)C)CC1 | 29% | -1% | 3% | -4% | 9% | -27% | -2% | -2% | -35%[59 µM]
31 | COc1ccc(C(CNC(=O)c2ccc(-c3cccc(C(F)(F)F)c3)o2)N2CCOCC2)cc1 (stereo unspecified) | 2% | 10% | 4% | u | -18% | u | x | 10% | -5%[12.7 µM]
32 | CC(=O)N1Cc2ccccc2C(C)CC12CCCCC2 (stereo unspecified) | 17% | 6% | 19% | 11% | 22% | 1% | 2% | 17% | 19%[59 µM]
33 | CC(CCCC(C)(C)O)CC1C2=C(CCCC2=O)OC2=C1C(=O)CCC2 (stereo unspecified) | 214%[activator] | -11% | 2% | 2% | 16% | -4% | 1% | i | -5%
34 | Cc1ccc(NC(=O)CSCC(=O)N(CCC(C)C)c2c(N)n(Cc3ccccc3)c(=O)[nH]c2=O)cc1 | 20% | 2% | 10% | -9% | 16% | -22% | x | 7% | 56µM*
35 | Cn1c(SCC(=O)Nc2sc3c(c2C#N)CCC3)nnc1C1COc2ccccc2O1 (stereo unspecified) | u | 42%[activator] | 3% | -10% | 10% | -15% | -10% | i | u
36 | CC(C)N=C1NN=C(c2cccs2)CS1 | 89%[activator] | -4% | -9% | -14% | -12% | -7%[57.1 µM] | -1% | -17% | 20µM*
37 | Cc1onc(-c2ccccc2)c1C(=O)N=C(N)c1ccc(C(F)(F)F)cc1 | 37%[activator] | -2% | -10% | 3% | 30% | 5% | 0% | i | 11%
38 | C#CCN1C=CC(=O)[C@@H](OC(=O)NCCC)[C@H]1c1ccccc1Br | 31% | -2% | 3% | x | 16% | -18% | x | -5% | x
39 | CCc1ccc(NC(=O)[C@H](C)NC(=O)C2CCN(C(=O)[C@@H](N)CC(C)C)CC2)cc1 | u | -11% | 0% | -9% | 25% | -6% | -1% | -6% | u
40 | O=C(CCc1nc2ccccc2c(=O)[nH]1)N1CCN(S(=O)(=O)c2cccc(F)c2)CC1 | -15% | 3% | -2% | -13% | 25% | -1% | 0% | -6% | -33%
41 | CCOc1ccc(N2C(=O)c3ccccc3NC2(C)CC)cc1 (stereo unspecified) | 3% | 8% | -7% | 9% | 22% | -6% | x | -6% | 7%[2.33 µM]

Screens deposited in PubChem by National Center for Advancing Translational Sciences (NCATS).
